L3MBTL1 block = blocks human L3MBTL1 | Q9Y468 | AlphaScreen L3MBTL1–H3K9me1 peptide binding | Potency, µM (highest dose often 57.1 µM), for the others: at the highest dose activity, negative = inhibition, actives largely listed as inhibitors | 0.66% of 230,000 active; active = well fitted inhibition curve with a large enough effect; inconclusive = small, poorly fitted or top-dose-only effect; inactive = no such curve, though single readings can be large or run the other way; note: nearly all actives have a fitted effect of over 60% in size
Target sequence (Q9Y468 whole entry, looked up): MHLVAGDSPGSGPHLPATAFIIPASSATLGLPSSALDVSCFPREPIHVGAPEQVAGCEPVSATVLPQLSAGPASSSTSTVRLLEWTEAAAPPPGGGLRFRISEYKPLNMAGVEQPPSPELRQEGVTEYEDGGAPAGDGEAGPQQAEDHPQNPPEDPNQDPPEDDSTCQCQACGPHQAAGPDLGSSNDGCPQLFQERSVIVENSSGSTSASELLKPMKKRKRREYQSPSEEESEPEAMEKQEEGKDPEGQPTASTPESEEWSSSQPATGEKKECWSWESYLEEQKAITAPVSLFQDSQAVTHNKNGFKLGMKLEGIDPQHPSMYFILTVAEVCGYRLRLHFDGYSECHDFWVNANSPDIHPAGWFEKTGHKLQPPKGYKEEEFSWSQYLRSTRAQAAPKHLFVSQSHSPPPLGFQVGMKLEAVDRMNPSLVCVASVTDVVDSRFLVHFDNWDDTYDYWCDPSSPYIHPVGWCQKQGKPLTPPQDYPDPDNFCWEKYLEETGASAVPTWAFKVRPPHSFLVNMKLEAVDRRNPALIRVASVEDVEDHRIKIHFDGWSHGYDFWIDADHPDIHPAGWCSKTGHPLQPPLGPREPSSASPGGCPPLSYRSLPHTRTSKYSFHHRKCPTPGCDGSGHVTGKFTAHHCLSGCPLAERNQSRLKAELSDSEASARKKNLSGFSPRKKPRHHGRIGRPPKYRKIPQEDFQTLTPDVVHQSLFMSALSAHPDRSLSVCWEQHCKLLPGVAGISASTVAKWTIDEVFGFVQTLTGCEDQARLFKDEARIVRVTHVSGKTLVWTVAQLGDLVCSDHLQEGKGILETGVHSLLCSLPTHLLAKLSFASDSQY
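L3MBTL1 (50 nM) pre-complexed 30 min with biotinylated H3(1-15)K9me1 peptide (75 nM), then compounds added for 30 min at room temperature; AlphaScreen streptavidin donor/nickel chelate acceptor beads (10 ug/mL final) read after 30 min dark incubation.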
* = called active by the depositor; ? = inconclusive; [ ] = another dose, or the depositor's remark. % is set by controls: 0 for no effect and ±100 for the full control effect; potency is the fitted concentration of half-maximal effect. This is a subset; count on the stated rates, not on these rows.

L3MBTL1 block | smiles
2.0% | Cc1cc(F)ccc1NC(=O)c1cc(S(=O)(=O)N2CCOCC2)cn1C
4.9% | C[C@H](CO)N1C[C@H](C)[C@@H](CN(C)C(=O)Nc2ccccc2)Oc2c(NC(=O)Nc3ccccc3)cccc2C1=O
0.4% | O=S(=O)(/N=C(/c1ccccc1)N1CCOCC1)c1ccc(F)cc1F
8.1% | COc1ccccc1C(=O)NCCC(=O)NCC(c1ccc(F)cc1)N1CCOCC1 (stereo not drawn)
-9.1% | CN(CC(=O)NCC(c1ccco1)N1CCCCC1)S(=O)(=O)c1ccc(Cl)cc1 (stereo not drawn)
-0.4% | CCOc1ccc(C(=O)NNC(=O)CCNC(=O)c2ccco2)cc1OC
-10.1% | COc1ccccc1C(=O)NCC(=O)OCC(=O)c1cccc2ccccc12
? | COc1ccc(C(=O)COC(=O)c2cc(C)no2)c(OC)c1
0.8% | Cc1cccc(Cn2c(N3CCN(C)CC3)nc3c2c(=O)[nH]c(=O)n3C)c1
2.3% | COCCN(C(=O)COC(=O)CCC1CCCC1)c1c(N)n(Cc2ccccc2)c(=O)[nH]c1=O
0.6% | COc1cccc(CNC(C)C(=O)Nc2ccc(S(=O)(=O)N3CCCC3)cc2)c1 (stereo not drawn)
2.6% | O=C(NCC(=O)N1CCCCCCC1)c1ccco1
-1.9% | Cc1ccc(S(=O)(=O)N2CCOCC2)cc1C(=O)NCc1ccccn1
1.1% | CCOCCn1ccc2c(OCC(=O)Nc3ccc(OC)cc3OC)cccc2c1=O
-22.8% | CC(C)OC(=O)c1ccc(NC(=O)c2cccc(-n3cnnn3)c2)cc1
4.3% | CC(=O)C[C@H](O)CC(=O)[C@@H]1OC(=O)[C@H](C)C/C=C\Cc2ccccc21
-9.7% | COc1ccc(NC(C)=O)cc1NC(C)C(=O)Nc1cccc(S(=O)(=O)N2CCOCC2)c1 (stereo not drawn)
-3.1% | COc1cc(C=NNC(=O)c2ccc(NS(=O)(=O)c3cccs3)cc2)cc(Br)c1O
-4.9% | CSc1cccc(N=C2C(=O)Nc3ccccc32)c1
-5.7% | COc1ccc(-c2cc(-c3ccccc3)nc(SC(C)C(=O)O)c2C#N)cc1 (stereo not drawn)
-3.5% | Cc1cc([N+](=O)[O-])ccc1NC(=O)C(C)NC1CCCCC1 (stereo not drawn)
-1.3% | Cc1cc(OCC(=O)Nc2ccccc2N2CCCCC2)ccc1C(C)C
4.9% | COc1ccc(C(=O)NCC(=O)N2CC=C(c3ccccc3)CC2)cc1OC
-6.8% | CCOc1ccc(S(=O)(=O)N2CCN(C(=O)c3ccc(C)c(S(=O)(=O)N4CCOCC4)c3)CC2)cc1
-8.0% | CC(C)CC1Nc2ncnc(N3CCN(c4ccccn4)CC3)c2N(Cc2ccc(Cl)cc2)C1=O (stereo not drawn)
2.5% | COc1cc(C(=O)N(C)CCOc2ccccc2)ccc1OCC(=O)Nc1cccc(C(F)(F)F)c1
11.0% | CN(CC(=O)Nc1ccccc1Cl)C(=O)CSc1nncs1
3.0% | CC(C)CN(C(=O)CCC1CCCCC1)c1c(N)n(CC(C)C)c(=O)[nH]c1=O
2.1% | CN(C)CCN(C(=O)C1CCN(S(=O)(=O)c2cccs2)CC1)c1nc2c(F)cccc2s1
? | Cc1ccc(C(=O)Nc2nc(-c3ccccn3)cs2)s1
-2.5% | COc1ccc(NC(=O)CN(C)C(=O)c2cccnc2Sc2ccc(C)c(C)c2)cc1
2.2% | CN(C)C(=O)C(Sc1ccc(S(=O)(=O)N2CCCC2)cn1)c1ccccc1 (stereo not drawn)
2.2% | O=C(COc1ccc2ccc(=O)oc2c1)NC1CCS(=O)(=O)C1 (stereo not drawn)
-14.5% | Cc1nnc(NC(=O)C2CCN(S(=O)(=O)c3ccc(F)c(F)c3)CC2)o1
-18.8% | O=C(O)c1ccc(Cn2cc(/C=C\[N+](=O)[O-])c3ccccc32)o1
-0.8% | O=C(COC(=O)CCN1C(=O)C2CC=CCC2C1=O)NCCc1ccc(F)cc1 (stereo not drawn)
4.9% | Cc1noc(C)c1S(=O)(=O)N(C)C[C@H]1Oc2c(NC(=O)Nc3ccccc3)cccc2C(=O)N([C@H](C)CO)C[C@@H]1C
0.5% | CC(=O)Nc1cccc(NC(=O)CSc2nc3c(=O)n(C)c(=O)n(C)c3n2C)c1
-6.3% | Cc1ccc(C(=O)NCC(c2ccc(F)cc2)N2CCOCC2)s1 (stereo not drawn)
6.3% | O=C(Nc1nnc(-c2cc(Cl)ccc2Cl)o1)c1ccco1
3.55µM* | Cc1cccc(NC(=O)CNC(=O)c2cccc(-n3cccc3)c2)c1C
-3.8% | CC(O)c1nc2ccccc2n1C(C)c1ccccc1 (stereo not drawn)
9.3% | COc1ccc(COC(=O)CCS(=O)(=O)c2ccc(C)cc2)cc1F
6.9% | CCN(c1ccccc1)S(=O)(=O)c1ccc(C(=O)Nc2ccccc2OC)cc1
22.4% | Brc1cccc(-c2nc3cccnc3nc2-c2cccc(Br)c2)c1
0.3% | Cc1ccc(S(=O)(=O)N2CCC(C(=O)N3CCCC(C(F)(F)F)C3)CC2)cc1C (stereo not drawn)
4.4% | CCc1noc(C)c1C(=O)Nc1ccc(F)c(F)c1
-5.3% | Cc1cc(C)c(NC(=O)COC(=O)Cn2nc(-c3ccccc3)oc2=O)c(C)c1
-8.2% | COc1cccc(NC(=O)COc2coc(CN3CCN(c4ccccc4)CC3)cc2=O)c1
2.3% | CCCCn1c(N)c(N(CC(C)C)C(=O)c2ccncc2)c(=O)[nH]c1=O

Next structures.
L3MBTL1 block | smiles
-74.2% | C=C(C)c1cc2c(ccc3ccc(=O)oc32)o1
-4.1% | COC(=O)CCC(=O)NC1CC(C)(C)Cc2c1cnn2-c1ccccc1 (stereo not drawn)
19.3% | CCOC(=O)C1=C(COC(=O)CCOc2ccccc2)NC(=O)NC1C (stereo not drawn)
-10.1% | CN(C(=O)CSc1n[nH]c(N)n1)C1CCCCC1
6.8% | COc1ccc(C(C#N)CCC2OCCO2)cc1OC (stereo not drawn)
5.2% | COc1ccccc1CNC(=O)COC(=O)c1cc2ccccc2o1
-7.1% | Cc1sc(NC(=O)CCS(=O)(=O)c2ccccc2)c(C#N)c1C
-6.2% | CC(=O)c1c(C)[nH]c(C(=O)OC(C)C(=O)Nc2ccc(C)c(S(=O)(=O)N3CCOCC3)c2)c1C (stereo not drawn)
4.6% | COc1ccc(N(CC(=O)NC(C)(C)C)C(=O)CCC(=O)Nc2nccs2)c(OC)c1
-9.3% | COc1ccc(S(=O)(=O)N2CCN(C)CC2)cc1
3.2% | CCCN1CCN(C(=O)c2ccc(F)c(S(=O)(=O)N3CCOCC3)c2)CC1
-6.4% | Cc1cccc(NC(=O)CN2C(=O)NC3(CCCC3)C2=O)n1
-2.4% | Cc1ccc(C)c(OCCC(=O)OCC(=O)NCCc2ccc(S(N)(=O)=O)cc2)c1
-11.1% | COc1ccc(S(=O)(=O)N2CCCCC2)cc1NC(=O)C1CC(=O)N(Cc2ccco2)C1 (stereo not drawn)
-7.9% | Cc1ccc(S(=O)(=O)CCC(=O)OCC(=O)N2c3ccccc3NC(=O)C2(C)C)cc1
7.4% | Cc1ccc(NC(=O)CCC(=O)N2CCN(S(=O)(=O)c3ccc(C)cc3)CC2)cc1
15.7% | CCN1CCN(C(=O)C(C)Sc2nc3nc(C)cc(C)n3n2)CC1 (stereo not drawn)
-0.4% | CCCCc1nnc(NC(=O)CCS(=O)(=O)c2ccc(Cl)cc2)s1
6.4% | CC(C)c1ccc(Nc2nc(Cl)nc(Cl)n2)cc1
-12.3% | Cc1ccc(S(=O)(=O)CCC(=O)Nc2nnc(-c3ccco3)o2)cc1
5.7% | CCOC(=O)C(Cc1ccccc1)C(=O)NCc1cccnc1 (stereo not drawn)
7.7% | O=C(C[C@H]1C/C=C\C[C@H](Cc2ccc(F)cc2)C(=O)OCCNC1=O)NCCO
-1.0% | O=C(CN1CCN(S(=O)(=O)c2ccccc2)CC1)Nc1ccccc1C(=O)NC1CC1
4.6% | CCN(CC)C(=O)c1ccc(-c2nnc(Nc3ccc(C(=O)NC)cc3)c3ccccc23)cc1
4.9% | COCCNC(=O)CN(C(=O)c1ccc(N2CCCC2)nc1)c1ccc(Cl)cc1

Another view of part of the listing above.
> C=C(C)c1cc2c(ccc3ccc(=O)oc32)o1
  L3MBTL1 block = -74.2%

> COC(=O)CCC(=O)NC1CC(C)(C)Cc2c1cnn2-c1ccccc1 (stereo not drawn)
  L3MBTL1 block = -4.1%

> CCOC(=O)C1=C(COC(=O)CCOc2ccccc2)NC(=O)NC1C (stereo not drawn)
  L3MBTL1 block = 19.3%

> CN(C(=O)CSc1n[nH]c(N)n1)C1CCCCC1
  L3MBTL1 block = -10.1%

(continued)
L3MBTL1 block | smiles
0.5% | CCOc1ccccc1OCCC(=O)OCC(=O)Nc1c(C)nn(-c2ccccc2)c1C
-1.8% | N#Cc1ccccc1NC(=O)CN1CCOCC1
7.7% | CC(C)CN(C1CCS(=O)(=O)C1)S(=O)(=O)c1ccc(C(C)C)cc1 (stereo not drawn)
-3.3% | CCOC(=O)[C@H]1[C@H]2COc3ccc(Br)cc3[C@@H]2N2C(=O)CN(Cc3ccccc3)C(=O)[C@@]12C
-0.6% | CC(=O)c1ccc(-c2ccc(C(=O)NCC(c3ccc(F)cc3)N3CCOCC3)o2)cc1 (stereo not drawn)
1.8% | CC(C)c1ccc(C(=O)COC(=O)C(O)c2ccccc2)cc1 (stereo not drawn)
1.8% | COc1ccc2cc(C=NS(=O)(=O)c3ccc(C)cc3)n(C)c2c1
-6.0%[2.29 µM] | Cc1ccc(NC(=O)CCN2CCC(C(N)=O)CC2)cc1
5.3% | Cc1ccc(NC(=O)c2c(F)cccc2Cl)cc1S(=O)(=O)N1CCOCC1
-2.0% | O=C(NCC1(N2CCOCC2)CCCCC1)c1cccc(S(=O)(=O)Nc2ccc(F)cc2)c1
-4.4% | Nc1cc(C(=O)OCC(=O)N2CCC(Cc3ccccc3)CC2)ccc1Cl
7.5% | O=Cc1c(NC2CCCCC2)c2ccccc2[nH]c1=O
9.4% | CN1CCCN(C(=O)c2cccc3ccccc23)CC1
-11.8% | COc1ccc(-c2cc(C(=O)N3CCN(c4ncccn4)CC3)c3ccccc3n2)cc1OC
-6.4% | CCOc1ccc(NC(=O)c2ccc(-c3csc(C)n3)cc2)cc1
12.1% | C/C(=N\Nc1c(F)c(F)c(Br)c(F)c1F)c1ccncc1
2.1% | CCCCc1nnc(NC(=O)CN2C(=O)C3CCCCC3C2=O)s1 (stereo not drawn)
-1.8% | Nc1c(C(=O)Nc2ccc3c(c2)OCCO3)nnn1Cc1ccc(Cl)cc1
-1.2% | COc1ccccc1CNC(=O)CSC(=S)N1CCCC1
2.2% | COc1cc(Cl)c(C)cc1NC(=O)CCN1C(=O)NC(C)(C)C1=O
-7.4% | O=C1C=C(c2ccc3c(c2)oc2ccccc23)C[C@@H](c2ccc3c(c2)OCO3)C1
7.1% | COC(=O)[C@]1(Cc2ccccc2)N[C@H](CN(C)C(=O)c2ccccc2)[C@@H]2C(=O)N(C)C(=O)[C@@H]21
-3.0% | Cc1cccc(NC(=O)c2cc(S(=O)(=O)N3CCc4ccccc43)cn2C)c1C
3.5% | CCN(C(=O)COC(=O)c1ccc2c(c1)OCO2)c1c(N)n(Cc2ccccc2)c(=O)[nH]c1=O
2.3% | Cc1ccc(NC(=O)CN(C)S(=O)(=O)c2ccc(Cl)s2)c(O)c1
1.2% | CC(=O)Nc1ccc(S(=O)(=O)N(C)c2ccc(OCC(=O)Nc3ccccc3C(C)=O)cc2)cc1
-1.1% | COc1ccc(S(=O)(=O)N2CCN(C(=O)Cc3ccsc3)CC2)cc1
5.2% | Cc1ccc2nc(-c3ccccc3NC(=O)CCC(=O)O)c(=O)[nH]c2c1
11.6% | COc1cccc(CC(=O)OCC(=O)NNC(=O)c2ccc(Br)cc2)c1
8.3% | COc1ccc(C(=O)Nc2ccc3[nH]ncc3c2)cc1
3.8% | Cc1ccc(S(=O)(=O)N2CCOCC2)cc1C(=O)NC1CCCC(C)C1C (stereo not drawn)
3.5% | O=C(CCc1ccc(S(=O)(=O)N2CCOCC2)cc1)Nc1c(F)cccc1F
-1.8% | CSCCC1NC(=O)N(CC(=O)Nc2cc(C)on2)C1=O (stereo not drawn)
-2.1% | C=C[C@]1(C)C=C2CC[C@H]3[C@@](C)(CCC[C@@]3(C)C(=O)O)[C@@H]2CC1
-4.3% | COc1ccc(CN2CCCC(C(=O)N3CCCCC3)C2)c(OC)c1 (stereo not drawn)
-5.9% | CCN(CC(=O)Nc1ccc(NC(C)=O)cc1)C(=O)c1sc2nc3n(c(=O)c2c1C)CCC3
4.3% | CCCCc1nnc(NC(=O)CCS(=O)(=O)c2ccc(C)cc2)s1

A different layout for some results above:
canonical_smiles: COc1cccc(CC(=O)OCC(=O)NNC(=O)c2ccc(Br)cc2)c1
  L3MBTL1 block: 11.6%
canonical_smiles: COc1ccc(C(=O)Nc2ccc3[nH]ncc3c2)cc1
  L3MBTL1 block: 8.3%
canonical_smiles: Cc1ccc(S(=O)(=O)N2CCOCC2)cc1C(=O)NC1CCCC(C)C1C (stereo not drawn)
  L3MBTL1 block: 3.8%
canonical_smiles: O=C(CCc1ccc(S(=O)(=O)N2CCOCC2)cc1)Nc1c(F)cccc1F
  L3MBTL1 block: 3.5%

High-throughput results as filed in PubChem BioAssay.
